HRas wt GTP bind = modulators of GTP binding to human HRas wildtype; P01112; GST-Ras wt beads, Bodipy-FL-GTP binding, flow cytometry; actives lie on both sides; GTP binding activity, % at 10 µM; hit rate 0.14% among 190,000; AID 759;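 active means GTP binding activity at least 20% away from the 100% baseline, either lowered as inhibitor or raised as activator; inconclusive means flagged as likely green fluorescent, judged across all proteins in the well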;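 further: 0% = unlabeled GTP competition control and 100% = no-compound control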
Target sequence (P01112 whole entry, looked up): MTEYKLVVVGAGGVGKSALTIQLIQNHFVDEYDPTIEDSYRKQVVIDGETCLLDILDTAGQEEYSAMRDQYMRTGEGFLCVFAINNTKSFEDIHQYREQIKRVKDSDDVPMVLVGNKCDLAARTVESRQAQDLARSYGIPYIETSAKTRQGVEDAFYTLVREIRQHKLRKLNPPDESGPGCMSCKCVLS
Pf gametocyte = inhibitors of late stage P. falciparum gametocyte viability; P. falciparum stage V gametocytes, ATP luminescence, 24 h; inhibition, % at 10.9 µM; hit rate 0.065% among 150,000;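 active means inhibition above the mean plus 3 SD of compounds within the control limits, set per campaign, cut at about 38% in these data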;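 further: 0% = DMSO wells and 100% = medium only without gametocytes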
Avidin fluor = compound fluoresces at 488/530 nm on avidin beads. compound fluorescence 488/530 nm, flow cytometry; active compounds read high. fluorescence (KMESF) at 10 µM. hit rate 0.38% among 220,000. AID 1775; in the data active means fluorescence above about 47; further: inactives centre near 10
Rab2A wt mod = changes GTP binding to wildtype dog Rab2A, up or down | GST-Rab2 wt beads, Bodipy-GTP binding, flow cytometry | GTP binding activity, % at 10 µM | hit rate 0.19% among 190,000 | AID 760;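 active means GTP binding activity at least 20 points away from 100%, either lowered or raised; inconclusive means signal likely due to the compound's own green fluorescence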;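 further: 0% = beads with excess unlabeled GTP and 100% = no-compound control corrected for plate trend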
Rac1 act GTP bind = human Rac1 activated mutant GTP binding change; P63000; GST-Rac1 activated beads, fluorescent GTP binding, flow cytometry; actives lie on both sides; 100% means binding = to untreated wells; percent activity (GTP binding), % at 10 µM; hit rate 0.11% among 190,000;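 active means GTP binding at least 20 percentage points away from the 100% baseline, in either direction, so actives lie on both sides; inconclusive means Compound likely fluorescent itself, or too few beads counted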
Mcl1 Noxa PPI = Mcl-1/Noxa interaction inhibition | Q07820 | TR-FRET Mcl-1/Noxa peptide binding, 2 h | inhibition, % at 21.7 µM | hit rate 1.5% among 220,000;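 active means compounds that cut the protein-peptide binding signal by more than 50% relative to plate controls in a single-dose test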;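 further: His-tagged Mcl-1 with rhodamine Noxa BH3 peptide and terbium anti-His antibody; 0% = Mcl-1 plus Noxa peptide wells and 100% = peptide-only wells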
Target sequence (Q07820 whole entry, looked up): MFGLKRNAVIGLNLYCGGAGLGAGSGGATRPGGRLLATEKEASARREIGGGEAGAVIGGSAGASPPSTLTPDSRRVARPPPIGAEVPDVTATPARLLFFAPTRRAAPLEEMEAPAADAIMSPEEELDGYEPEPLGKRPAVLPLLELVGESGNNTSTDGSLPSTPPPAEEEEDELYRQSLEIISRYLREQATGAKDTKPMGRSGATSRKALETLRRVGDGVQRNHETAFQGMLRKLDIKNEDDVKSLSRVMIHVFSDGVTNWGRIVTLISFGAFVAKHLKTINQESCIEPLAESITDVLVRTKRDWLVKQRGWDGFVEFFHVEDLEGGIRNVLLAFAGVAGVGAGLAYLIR
GSH bead fluor = compound fluoresces at 488/530 nm on GSH beads; GSH beads flow cytometry, compound fluorescence 488/530 nm; active compounds read high; hit rate 0.25% among 190,000; fluorescence (KMESF) at 10 µM; in the data active means fluorescence above about 89;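 further: glutathione beads carrying GST-tagged Bcl family fusion proteins plus one bare bead set; values are compound well signal with DMSO vehicle wells as background; inactives centre near 16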
Rab7 wt GTP bind = dog Rab7 wildtype GTP binding, inhibitors and activators; GST-Rab7 beads, fluorescent GTP binding, flow cytometry; actives lie on both sides; untreated = 100%, excess cold GTP = 0%; GTP binding activity (percent of control), % at 10 µM; hit rate 0.055% among 190,000; AID 758;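 active means fluorescent GTP binding to Rab7 beads changed by at least 20 points from the 100% baseline, either direction, mostly lower; inconclusive means compound itself probably fluorescent, or too few beads counted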;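 further: median green fluorescence of bound Bodipy-FL-GTP per Rab7 bead population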
Mcl1-Bid inh = disrupts binding of human Mcl-1 to Bid peptide. Q07820. TR-FRET Mcl-1/Bid-Dy647 peptide binding, 1536-well. inhibition, % at 21.7 µM. hit rate 0.97% among 220,000;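 active means compounds that cut the binding signal by more than half at the single screening dose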;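 further: His-tagged Mcl-1 with europium anti-His antibody binding Bid BH3 peptide; 0% = Mcl-1 plus peptide wells and 100% = peptide-only wells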
Rac1 wt GTP bind = modulators of human Rac1 wildtype GTP binding | P63000 | GST-Rac1 beads, fluorescent GTP binding, flow cytometry; actives lie on both sides; 0 = cold GTP competed, 100 = untreated | GTP binding activity (% of control), % at 10 µM | hit rate 0.27% among 190,000 | AID 757;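 active means GTP binding activity at least 20 points away from the 100% control level, either lower or higher; inconclusive means compound flagged as likely green fluorescent, judged across all proteins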
Cdc42 wt GTP = changes GTP binding to wildtype human Cdc42 | P60953 | GST-Cdc42 beads, Bodipy-GTP binding, flow cytometry; actives lie on both sides | percent activity (GTP binding), % at 10 µM | hit rate 0.2% among 190,000 | AID 761;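 active means percent activity GTP binding at least 20 points away from the 100% baseline, either down as inhibitor or up as activator; inconclusive means compound flagged as likely green fluorescent from well-wide comparison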;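 further: median bead fluorescence of bound Bodipy-FL-GTP at 100 nM; 0% = excess unlabeled GTP control and 100% = no compound control; below 100% means less GTP binding so inhibitor and above means activator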
Target sequence (P60953 whole entry, looked up): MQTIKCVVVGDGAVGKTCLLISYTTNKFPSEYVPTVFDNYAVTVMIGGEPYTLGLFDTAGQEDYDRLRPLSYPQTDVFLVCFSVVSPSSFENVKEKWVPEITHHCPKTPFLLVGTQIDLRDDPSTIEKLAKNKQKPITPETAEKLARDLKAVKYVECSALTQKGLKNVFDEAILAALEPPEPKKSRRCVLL
Starred values were filed as active, the others as inactive; ? = inconclusive; · = not tested or not shown.

SMILES	HRas wt GTP bind	Pf gametocyte	Avidin fluor	Rab2A wt mod	Rac1 act GTP bind	Mcl1 Noxa PPI	GSH bead fluor	Rab7 wt GTP bind	Mcl1-Bid inh	Rac1 wt GTP bind	Cdc42 wt GTP
Cc1ccc(CNC(=O)C2CCCN(S(=O)(=O)c3c(C)noc3C)C2)cc1 (stereo not given)	99.0	·	35	99.0	98.0	3.3	28	99.0	10.7	102.0	98.0
Cc1ccccc1C(C(=O)NC1CCCC1)N(C(=O)Cc1cccs1)c1ccc2c(c1)OCCO2 (stereo not given)	101.0	·	·	97.0	98.0	-0.1	9	97.0	15.4	101.0	100.0
CCCCS(=O)(=O)C1CCS(=O)(=O)C1 (stereo not given)	100.0	3.3	20	98.0	99.0	-6.4	10	103.0	-0.8	102.0	98.0
COCCN1CCn2c(nc3cc(NC(=O)c4ccc(OC)cc4)ccc32)C1	103.0	·	37	102.0	100.0	29.3	10	104.0	-1.6	102.0	104.0
NC(=O)CNC(=O)C1CCCc2c1[nH]c1ccc(Cl)cc21 (stereo not given)	101.0	-13.5	18	100.0	98.0	0.0	31	97.0	-25.7	100.0	102.0
C#CCOCCOCCOCCNc1nc(N2CCN(C(=O)[C@H](CCC(=O)O)n3cc(C(N)Cc4ccc(O)cc4)nn3)CC2)nc(N2CCN(C(=O)[C@H](CCC(=O)O)n3cc(C(N)Cc4ccc(O)cc4)nn3)CC2)n1 (stereo not given in full)	95.0	·	7	96.0	94.0	8.2	21	95.0	12.9	100.0	94.0
CCCCn1c(C(C)O)nc2ccccc21 (stereo not given)	103.0	4.0	8	101.0	99.0	24.0	12	102.0	-21.8	102.0	103.0
O=C(NC(=S)NC1CCCCCC1)c1cncc(Br)c1	100.0	-3.0	9	102.0	101.0	9.0	3	101.0	-32.5	104.0	102.0
O=S(=O)(/C=C/c1ccccc1)Oc1ccccc1	98.0	·	9	98.0	98.0	-8.5	6	96.0	-8.0	102.0	99.0
COc1ccc(NC(=O)c2sc(=S)[nH]c2N)cc1	105.0	-39.5	19	97.0	98.0	8.6	9	98.0	-26.6	109.0	107.0
COC(=O)C(NC(=O)c1ccccc1)=C1CCCCC1	106.0	·	8	103.0	104.0	5.2	4	102.0	-17.2	110.0	110.0
CCOC(=O)C1=C(CS(=O)(=O)c2ccc(F)c(C)c2)NC(=O)NC1c1ccc(O)c(O)c1 (stereo not given)	97.0	·	4	98.0	97.0	-10.3	12	96.0	-40.6	101.0	101.0
COc1ccc(OC)c(NC(=O)CN2C(=O)c3ccccc3S2(=O)=O)c1	102.0	-5.3	26	102.0	101.0	-6.6	22	96.0	-23.6	109.0	108.0
NC(=O)NC(=O)COC(=O)CCCCCNS(=O)(=O)c1ccc2c(c1)OCCO2	97.0	-0.1	8	99.0	96.0	3.1	14	104.0	-22.8	94.0	97.0
CCOC(=O)N1CCN(C(=O)c2ccc3nc4ccc(Cl)cc4c(=O)n3c2)CC1	102.0	·	39	102.0	98.0	20.2	10	103.0	4.2	100.0	104.0
COc1ccc(CCNC(=O)c2cc(-c3cc(Cl)cc(Cl)c3)oc2C)cc1	99.0	·	8	96.0	89.0	-8.9	57	99.0	-9.9	100.0	96.0
CCOC(=O)c1c(-c2ccc(C)o2)csc1NC(=O)CN1CCOCC1	100.0	·	6	102.0	99.0	0.2	35	102.0	-7.0	100.0	99.0
CCOC(=O)CNC(=O)CNC(=O)c1ccc(OC)cc1	101.0	·	7	99.0	103.0	-4.1	10	99.0	-18.9	106.0	101.0
CC(CCc1ccccc1)NC(=O)N1CCOCC1 (stereo not given)	100.0	6.2	16	102.0	101.0	16.2	10	98.0	-15.9	104.0	103.0
COCCNC(=O)c1csc2c1CCCC2	104.0	·	9	101.0	99.0	-1.1	16	104.0	-11.7	100.0	104.0
OCCNCCCCOc1ccc(OCc2ccccc2)cc1	100.0	5.8	14	98.0	99.0	2.5	4	102.0	-6.0	105.0	101.0
CCc1ccc(C(C(=O)NC2CCCCC2)N(C(=O)c2ccccn2)c2cccnc2)cc1 (stereo not given)	90.0	·	12	92.0	92.0	-3.8	16	94.0	-17.0	92.0	93.0
CCOC(=O)Cn1ncc2c(=O)oc3ccccc3c21	97.0	·	16	99.0	99.0	-8.0	29	98.0	-1.1	98.0	99.0
C/C(=C\C(=O)O)C12CC3CC(CC(C3)C1)C2	101.0	·	11	100.0	99.0	16.3	27	100.0	6.8	100.0	103.0
COc1ccc(-n2c(Cc3cccn3C)nnc2SCC(=O)NCCc2ccccc2)cc1	98.0	4.3	6	100.0	99.0	3.8	6	98.0	-26.2	101.0	98.0
COC(=O)c1cc(=O)n(Cc2ccc(F)cc2)c(=NCc2ccc(F)cc2)s1	101.0	·	9	102.0	97.0	-2.3	19	99.0	-13.4	110.0	102.0
COc1ccccc1NC(=O)c1c(C)cc(=O)oc1C	101.0	2.7	12	101.0	97.0	-38.6	6	102.0	-5.8	100.0	99.0
c1ccc(-c2noc(-c3ccco3)n2)nc1	99.0	·	11	101.0	99.0	-10.1	36	99.0	-0.9	95.0	98.0
CC(C)CCN1CCN(Cc2cc(F)ccc2-n2cccn2)CC1CCO (stereo not given)	98.0	·	7	98.0	97.0	6.7	12	106.0	-29.5	100.0	96.0
CCc1ccc2[nH]c(=O)c(CN(CCN(CC)CC)C(=O)Nc3ccccc3OC)cc2c1	105.0	·	14	101.0	98.0	-8.1	37	105.0	-15.8	107.0	100.0
C=CCn1c(SCC(=O)Nc2sccc2C(N)=O)nc2sc(CC)cc2c1=O	100.0	·	35	100.0	99.0	16.4	17	100.0	-10.0	102.0	102.0
CN(/N=C/c1ccncc1)c1cnc2ccccc2n1	92.0	1.0	23	91.0	92.0	-1.3	9	91.0	-10.2	87.0	93.0
O=C(CN(c1cccc(Cl)c1)S(=O)(=O)c1ccccc1)NN=C1CCCC1	95.0	-26.3	10	94.0	93.0	5.0	11	97.0	-22.5	96.0	95.0
CC(C)NC(=O)C(=O)N/N=C/c1ccco1	99.0	-13.1	19	99.0	99.0	14.9	30	99.0	-12.4	100.0	98.0
Cc1ccc(C(=O)NNC(=O)c2ccc3ncccc3c2)cc1	92.0	18.6	9	96.0	90.0	-3.6	11	101.0	-8.8	89.0	86.0
O=C(CSc1nc2[nH]ncc2c(=O)[nH]1)NCc1ccc(F)cc1	97.0	-25.1	3	94.0	99.0	3.4	6	97.0	-35.8	100.0	97.0
CCN(C(=O)CSc1nc2ccccc2c(=O)n1CCOC)C1CCS(=O)(=O)C1 (stereo not given)	100.0	6.3	13	101.0	100.0	14.1	76	107.0	-1.9	99.0	101.0
CC(C)n1nnnc1SCC(=O)NCc1ccco1	103.0	-17.3	23	100.0	101.0	4.4	23	100.0	-13.1	105.0	104.0
C/C(=N\NS(=O)(=O)c1ccc(C)c([N+](=O)[O-])c1)c1cccs1	94.0	-1.4	14	92.0	89.0	8.9	13	92.0	-18.1	93.0	93.0
O=C(Nc1ccccc1)N1CCSc2ccccc21	95.0	·	5	95.0	93.0	4.4	10	92.0	-35.2	97.0	95.0
COCCN(C(=S)Nc1cccc(OC)c1)C1CCN(C(C)C)CC1	101.0	·	17	100.0	101.0	8.5	16	98.0	-28.8	105.0	103.0
Cc1cc(NS(=O)(=O)c2ccccc2)no1	102.0	·	6	100.0	99.0	7.2	25	96.0	-12.0	103.0	102.0
CCCCN(CCNP(=O)(OCC)OCC)CP(=O)(OCC)OCC	98.0	9.4	9	96.0	97.0	-8.0	8	95.0	-4.7	99.0	96.0
CCOC(=O)C(=O)N1CCC(Cc2ccccc2)CC1	98.0	-4.5	6	97.0	95.0	7.5	12	107.0	-50.8	100.0	96.0
COC(=O)C1=C(C)NC(=O)NC1c1ccc(OC(=O)c2ccco2)cc1 (stereo not given)	97.0	2.7	16	96.0	95.0	12.1	16	97.0	-12.7	101.0	97.0
Cc1ccc(C(=O)O)cc1-c1ccc(/C=C2/NC(=O)N(c3ccccc3)C2=O)o1	98.0	6.5	7	95.0	95.0	69.8*	37	97.0	26.9	101.0	96.0
Cc1ccc(NS(=O)(=O)c2ccc(C(=O)OCC(=O)Nc3cc(C)on3)cc2)cc1	100.0	·	10	99.0	95.0	25.5	14	101.0	-33.7	103.0	101.0
Oc1c(CN2CCOCC2)ccc2ccccc12	?	-3.8	16	?	?	-8.4	12	?	-40.3	?	?
CC1Cc2ccccc2N1C(=O)C1CCCCN1S(=O)(=O)c1ccccc1 (stereo not given)	99.0	·	18	101.0	97.0	5.1	12	99.0	-4.0	99.0	99.0
O=C(O)/C=C/C(=O)Nc1ccc(C(=O)c2ccccc2)cc1	98.0	-14.0	28	95.0	93.0	17.4	65	96.0	-0.5	97.0	97.0
COc1ccc(C(=O)NCCn2cc(SCC(=O)NCc3ccco3)c3ccccc32)cc1	103.0	-20.5	9	106.0	100.0	18.5	15	103.0	-6.6	108.0	104.0
O=S(=O)(Cc1cc(N2CCOCC2)nc(-c2ccccn2)n1)c1ccccc1	?	-3.3	11	?	?	-5.6	11	?	-8.6	?	?
Cn1c2ccccc2c2cc(C(=O)NNC(=O)CCl)sc21	101.0	23.4	9	98.0	94.0	59.7*	20	96.0	-38.1	102.0	99.0
CCCc1nc(SCC(=O)c2ccc(F)cc2)c2ccccc2n1	97.0	7.7	8	103.0	100.0	18.1	21	108.0	-24.8	100.0	106.0
CN(C)c1ccnc(Nc2ccc(F)cc2)c1C#N	95.0	-17.3	3	96.0	96.0	15.9	11	99.0	-11.6	98.0	95.0
CCOc1ccccc1NC(=O)COc1cccc(-n2cnnn2)c1	102.0	9.9	26	96.0	98.0	-3.7	11	99.0	-24.9	105.0	99.0
CC(=O)N(CN1C(=O)c2ccc([N+](=O)[O-])cc2C1=O)c1cccc(C(=O)O)c1	91.0	·	18	88.0	91.0	23.7	11	92.0	12.3	92.0	87.0
Cc1nc2ccc(NC(=O)c3cccc(S(=O)(=O)N4CC(C)OC(C)C4)c3)cc2s1 (stereo not given)	100.0	1.0	12	97.0	96.0	-4.9	54	95.0	-25.7	98.0	99.0
O=C(NCCc1ccccc1)C1CCN(S(=O)(=O)c2ccccc2)CC1	98.0	5.7	11	99.0	96.0	-11.5	8	97.0	13.0	96.0	96.0

Source: PubChem BioAssay

Compounds as they come; any-hit rate near 3%.
